MT1-MMP txn act – MT1-MMP promoter transcription activation; HT1080 MT1-MMP promoter luciferase reporter, luminescence, overnight; active compounds read high; activation factor at 10 µM; hit rate 0.16% among 86,000;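 active means activation factor of at least 2 for MT1-MMP transcription at 10 µM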
Smad3 FoxH1 inh – inhibitors of human Smad3 transcription factor binding. P84022. TR-FRET Smad3/Dy647-FoxH1 peptide binding, europium anti-His. inhibition, % at 25 µM. hit rate 0.29% among 88,000. AID 630;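 active means compounds that reduce the energy-transfer binding signal between the protein and its labelled peptide by more than half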;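 further: 0% = Smad3 plus labelled peptide maximal FRET and 100% = peptide-only background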
Target sequence (P84022 whole entry, looked up): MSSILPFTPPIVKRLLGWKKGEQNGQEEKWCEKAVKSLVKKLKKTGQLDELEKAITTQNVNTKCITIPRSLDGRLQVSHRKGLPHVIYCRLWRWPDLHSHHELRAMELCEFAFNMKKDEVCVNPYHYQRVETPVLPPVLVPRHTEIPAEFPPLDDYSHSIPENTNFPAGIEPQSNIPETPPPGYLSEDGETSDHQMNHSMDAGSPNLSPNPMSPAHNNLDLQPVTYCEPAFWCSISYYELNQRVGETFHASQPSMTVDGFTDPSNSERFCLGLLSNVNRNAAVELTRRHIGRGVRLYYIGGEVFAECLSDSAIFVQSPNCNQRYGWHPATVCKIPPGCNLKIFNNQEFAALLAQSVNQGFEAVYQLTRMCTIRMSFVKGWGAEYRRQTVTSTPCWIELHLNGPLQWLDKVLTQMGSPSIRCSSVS
H69AR growth 86K – blocks growth of human H69AR lung tumor cells; viability, % at 10 µM; H69AR lung tumor viability, ATP luminescence, 72 h; active compounds read low; AID 598; hit rate 6% among 85,000;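 active means viability at or below 40%; inactive means viability above 40%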;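 further: multidrug resistant small cell line overexpressing MRP-1 efflux transporter; 100% = mean luminescence of untreated control wells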
ERa SRC1 inh – ER-alpha (human) coactivator binding inhibition; TR-FRET ER-alpha LBD / SRC-1 peptide, estradiol-bound; inhibition, % at 25.6 µM; hit rate 1.7% among 86,000; in the data active means inhibition above about 50%;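 further: 0% = receptor plus peptide control and 100% = peptide only without receptor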
Target sequence (P03372 whole entry, looked up, the tested form may be a part): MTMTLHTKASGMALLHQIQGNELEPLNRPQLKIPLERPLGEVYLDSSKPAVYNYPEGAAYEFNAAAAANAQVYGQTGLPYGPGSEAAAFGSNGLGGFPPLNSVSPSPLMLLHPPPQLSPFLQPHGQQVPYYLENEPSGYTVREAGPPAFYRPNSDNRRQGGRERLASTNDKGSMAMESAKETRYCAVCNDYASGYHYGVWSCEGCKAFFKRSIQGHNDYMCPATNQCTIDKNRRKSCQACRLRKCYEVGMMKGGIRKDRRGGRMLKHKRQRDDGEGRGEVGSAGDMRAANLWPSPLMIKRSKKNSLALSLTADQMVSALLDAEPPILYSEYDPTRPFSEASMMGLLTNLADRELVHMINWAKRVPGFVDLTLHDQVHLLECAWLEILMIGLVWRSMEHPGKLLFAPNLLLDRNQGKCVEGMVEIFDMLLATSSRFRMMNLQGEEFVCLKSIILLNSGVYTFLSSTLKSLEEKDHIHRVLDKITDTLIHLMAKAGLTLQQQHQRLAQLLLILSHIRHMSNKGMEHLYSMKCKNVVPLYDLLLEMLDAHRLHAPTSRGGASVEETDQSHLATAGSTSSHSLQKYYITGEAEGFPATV
Lung fibro prol – blocks proliferation of human lung fibroblasts | AID 719 | hit rate 1.1% among 85,000 | LL 47 human lung fibroblast viability, ATP luminescence; active compounds read low | viability, % at 10 µM;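 active means viability at or below 50% in the single dose screen; inactive means viability above 50%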;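 further: compound exposure lasted 72 h before the ATP readout; 100% = median luminescence of untreated cell-only wells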
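Times – overnight cell rest, 72 h compound treatment at 37 °C · Test system – human lung fibroblast line LL 47, low passage · Amount – 1,150 cells in each well · Controls – cell-only wells, no compound · Doses – 0.1% DMSO in all compound wells · Measured by – CellTiter-Glo luminescence · Buffer or medium – IMEM plus 15% FBS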
ERa coact pot – enhances coactivator binding to human estrogen receptor alpha; AID 639; P03372; coactivator binding (% of control), % at 25.6 µM; TR-FRET ERalpha-LBD/SRC-Cy5 coactivator binding, 2 h; 100 = basal binding, no effect; hit rate 1.3% among 86,000; in the data active means activity above about 200%;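 further: binding measured in presence of low estradiol as agonist stimulus; 0% = peptide alone without receptor and 100% = receptor with peptide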
HUVEC prolif 384 – inhibitors of human endothelial cell proliferation; HUVEC proliferation, CellTiter-Glo luminescence, 72 h; active compounds read low; viability, % at 10 µM (by protocol); hit rate 1.1% among 86,000;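 active means viability at or below 30%; inactive means viability above 30%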;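 further: 100% = median luminescence of DMSO-only cell control wells on each plate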
CD11b adhes enh – enhancers of human CD11b/CD18 binding to fibrinogen. hit rate 0.07% among 93,000. P05107+P11215. activation, % at 10 µM. K562 CD11b/CD18 adhesion to fibrinogen, ATPlite luminescence;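 active means 10 µM primary screen giving 50% or more activity, confirmed by 40% or more on retest at that dose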; further: strong numbers were not always called active
ERb coact inh – blocks coactivator binding to human estrogen receptor beta | Q92731 | TR-FRET ER-beta LBD / SRC1-Cy5 peptide binding; receptor agonist-loaded with 1 µM estradiol | inhibition, % at 25.6 µM | hit rate 1.3% among 86,000 | AID 633;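 active means compounds whose percent inhibition of the receptor-coactivator binding signal exceeds about 50% in the single-dose screen, limit read from the data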;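 further: 0% = receptor plus peptide wells without compound and 100% = peptide-only wells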
Numbers without * were called inactive; . = not tested or not shown; [ ] = remark or other dose.

SMILES | MT1-MMP txn act | Smad3 FoxH1 inh | H69AR growth 86K | ERa SRC1 inh | Lung fibro prol | ERa coact pot | HUVEC prolif 384 | CD11b adhes enh | ERb coact inh
CCSc1nc(O)cc(=O)n1-c1ccc(OC)cc1 | 1.1 | 8 | 95 | -2[fluorescence artefact?] | 100 | 104 | 104 | -5 | 0
CC(=O)c1sc2nc(=O)c(C)nn2c1C | 0.9 | 11 | 86 | -6[fluorescence artefact?] | 98 | 111 | 103 | -4 | -5
O=C(Cc1ccc(Cl)cc1)Nc1ccc2oc(-c3ccncc3)nc2c1 | 0.9 | 5[fluorescence artefact?] | 32* | 5[fluorescence artefact?] | 8.1* | 456* | 18* | 12 | 8[fluorescence artefact?]
Fc1ccccc1N1CCN(c2cnc3ccccc3n2)CC1 | . | -7 | 77 | 2 | 95 | 107 | 99 | -7 | -8
COC(=O)c1cc2sccc2n1CC(=O)Nc1ccc(OC)c(OC)c1OC | 1.1 | 0 | 94 | -6 | 99 | 121 | 89 | 7 | -3
COc1ccc(OC)c(N2C(N)=NC(N)=NC23CCCC3)c1 | 1.1 | -3 | 103 | 4 | 96 | 96 | 90 | -1 | -2
COc1ccc(C(c2sc3ncnn3c2O)N2CCN(c3ccccc3F)CC2)cc1OC (centres undefined) | 1.2 | -2 | 90 | 2 | 93 | 107 | 37 | -4 | -8
CC(=O)Oc1cccc(N2C(=O)C3CC=C(Cl)CC3C2=O)c1 (centres undefined) | 1.1 | -2 | 85 | 22 | 101 | 87 | 101 | -2 | 26[fluorescence artefact?]
CCN(CC)CCOc1ccc(Br)cc1 | . | 2 | 80 | 2 | 97 | 104 | 95 | . | -14
CCn1cc(C(=O)NCCCN2CC(C)CC(C)C2)c2cc(OC)c(OC)cc2c1=O (centres undefined) | 1.1 | -6 | 90 | -6 | 104 | 115 | 96 | -1 | -4[fluorescence artefact?]
CCC1C(=O)N=C(SCC(=O)Nc2ccccc2)NC1=O (centres undefined) | 1.3 | -3 | 98 | -4 | 92 | 103 | 75 | . | -2
COc1ccc(NC(=O)c2c(NC(=O)CNCc3ccco3)sc3c2CCC3)cc1 | 1.1 | 7 | 71 | -5 | 92 | 116 | 94 | -5 | -6
Cc1nc(-c2c(-c3ccc(O)cc3O)noc2C(F)(F)F)cs1 | 1.1 | -6 | 110 | 2 | 94 | 115 | 98 | -6 | -2
CCn1cc(C(=O)NCCCN(C)c2ccccc2)c(=O)c2cc(S(=O)(=O)N(C)C)ccc21 | 1.1 | -4 | 83 | -2[fluorescence artefact?] | 93 | 93[fluorescence artefact?] | 95 | 0 | 6
CC1CN(C(=O)c2ccc3c(c2)OCO3)OC(c2ccccc2)O1 (centres undefined) | 1.2 | -7 | 97 | 4 | 99 | 96 | 101 | . | 6[fluorescence artefact?]
S=C(Nc1ccccc1)c1ccccn1 | 1.5 | 14 | 1.2* | -4 | 96 | 94 | 93 | -1 | -8
c1ccc2c(N3CCOCC3)nc(N3CCOCC3)nc2c1 | 1.2 | 8 | 64 | -25 | 88 | 107 | 87 | . | -24[fluorescence artefact?]
CC1(C)Cc2c(cnn2-c2ccccc2)-c2c1c1ccccc1n2CC(O)CCl (centres undefined) | 1.1 | 4 | 25* | -5 | 92 | 108 | 60 | . | -1
O=c1c2c3c(sc2n2cnnc2n1Cc1ccccc1)CN(Cc1ccccc1)CC3 | 1.1 | -3 | 83 | 1 | 96 | 126 | 64 | 9 | 8
O=C1c2ccccc2C(=O)N1CCSc1n[nH]c(=S)s1 | 1.1 | -3 | 96 | -10 | 106 | 113 | 90 | -2 | 10
C=CCOC(=O)C1=C(C)OC(N)=C(C#N)C1c1ccc2c(c1)OCO2 (centres undefined) | 1.2 | -5 | 94 | -12 | 95 | 112 | 84 | -2 | -1
COCCn1nnnc1C(c1ccccc1)N1CCN(C)CC1 (centres undefined) | 1.1 | 13 | 85 | 25 | 95 | 131 | 94 | 4 | 11
Cc1cc(-c2nnc(SCC(=O)Nc3ccccc3C(F)(F)F)o2)c(C)n1-c1ccccc1 | 1.4 | 1 | 93 | 0 | 96 | 98 | 125 | 1 | 1
CCC1(C)Cc2ccccc2-c2c1c(=O)n(Cc1ccccc1)c1nnnn21 (centres undefined) | . | 6 | 106 | -6 | 90 | 92 | 104 | -1 | 0
O=C(COC(=O)Cn1cnc2ccccc21)NCCc1ccc(Cl)cc1 | 1 | 0 | 92 | -6 | 101 | 98[fluorescence artefact?] | 94 | -2 | 2
CC(C)c1nc(SCC(=O)N2CCOCC2)c2c(=O)n(C)c(=O)n(C)c2n1 | 1 | 5 | 86 | 18 | 101 | 103 | 107 | 2 | -2
Cc1cc(-c2ccco2)n(CC(=O)NCCCc2ccccc2)n1 | 1 | 2 | 85 | 0 | 105 | 106 | 98 | 2 | -14[fluorescence artefact?]
COc1ccc(CCCc2nnc(SCC(=O)Nc3ncc(C)s3)o2)cc1 | 1.2 | -3 | 103 | 5[fluorescence artefact?] | 106 | 122 | 97 | -4 | -6[fluorescence artefact?]
COc1ccc(-c2c3c(=O)n(C)c(=O)n(C)c3cn2-c2cc(OC)ccc2OC)cc1 | 1.1 | 0 | 40 | 11 | 96 | 88[fluorescence artefact?] | 101 | -2 | 14
CCCn1c(SCC(=O)Nc2nc(C)c(C(=O)OC)s2)nnc1C(C)C | 1.1 | 10 | 94 | 5 | 99 | 99 | 87 | 4 | 1
COc1ccccc1NC(=O)CSc1nc(O)cc(=O)[nH]1 | 1.1 | -1 | 93 | 1 | 100 | 118 | 99 | 0 | 1
Clc1ccc(CNc2nc(N3CCOCC3)nc(N3CCOCC3)n2)cc1 | 1.2 | 6 | 102 | -3 | 90 | 90 | 105 | -4 | -6
O=C(Nc1ccc(S(=O)(=O)N2CCOCC2)cc1)C1CCCCC1 | 1.3 | 8 | 88 | -3 | 97 | 109 | 98 | 3 | -12
CSc1nc(N2CCOCC2)c2c(c1C#N)CC(C)(C)OC2 | 1.1 | 25 | 42 | 0 | 95 | 99 | 99 | 1 | 2
COC(=O)[C@H](C)NC(=O)Nc1ccc(S(N)(=O)=O)cc1 | 1.2 | 6 | 98 | 0 | 106 | 99[fluorescence artefact?] | 96 | -4 | -9
COc1ccc(OCC(=O)N2CCN(C(=O)c3ccco3)CC2)cc1 | 1.2 | 0 | 89 | -7 | 103 | 111 | 94 | -5 | 5
COc1ccccc1N1CCN(CCCNC(=O)Nc2ccccc2)CC1 | 1.1 | -1 | 96 | -55 | 101 | 119 | 88 | . | -14
Cc1cc(C)cc(-c2nc(-c3ccncc3)no2)c1 | 1.3 | -5 | 105 | 10 | 100 | 90 | 120 | 0 | 24
CN1CCN(S(=O)(=O)c2ccc(NC(=O)c3ccco3)cc2)CC1 | 1.2 | 12[fluorescence artefact?] | 91 | 1 | 95 | 131[fluorescence artefact?] | 98 | -7 | 9[fluorescence artefact?]
CCOC(=O)C1=C(c2ccccc2)Nc2c(c(=O)n(C)c(=O)n2C)C1c1ccc(O)c(OC)c1 (centres undefined) | 1.3 | 15 | 92 | 8 | 92 | 86 | 82 | -3 | 9

Gathered by group: the entries above containing a CF3 group
SMILES | MT1-MMP txn act | Smad3 FoxH1 inh | H69AR growth 86K | ERa SRC1 inh | Lung fibro prol | ERa coact pot | HUVEC prolif 384 | CD11b adhes enh | ERb coact inh
Cc1nc(-c2c(-c3ccc(O)cc3O)noc2C(F)(F)F)cs1 | 1.1 | -6 | 110 | 2 | 94 | 115 | 98 | -6 | -2
Cc1cc(-c2nnc(SCC(=O)Nc3ccccc3C(F)(F)F)o2)c(C)n1-c1ccccc1 | 1.4 | 1 | 93 | 0 | 96 | 98 | 125 | 1 | 1

Complete entries as entered above:
COc1ccc(OCC(=O)N2CCN(C(=O)c3ccco3)CC2)cc1 is listed as MT1-MMP txn act: 1.2; Smad3 FoxH1 inh: 0; H69AR growth 86K: 89; ERa SRC1 inh: -7; Lung fibro prol: 103; ERa coact pot: 111; HUVEC prolif 384: 94; CD11b adhes enh: -5; ERb coact inh: 5
COC(=O)[C@H](C)NC(=O)Nc1ccc(S(N)(=O)=O)cc1 is listed as MT1-MMP txn act: 1.2; Smad3 FoxH1 inh: 6; H69AR growth 86K: 98; ERa SRC1 inh: 0; Lung fibro prol: 106; ERa coact pot: 99[fluorescence artefact?]; HUVEC prolif 384: 96; CD11b adhes enh: -4; ERb coact inh: -9
O=C(Nc1ccc(S(=O)(=O)N2CCOCC2)cc1)C1CCCCC1 is listed as MT1-MMP txn act: 1.3; Smad3 FoxH1 inh: 8; H69AR growth 86K: 88; ERa SRC1 inh: -3; Lung fibro prol: 97; ERa coact pot: 109; HUVEC prolif 384: 98; CD11b adhes enh: 3; ERb coact inh: -12

Later entries
SMILES | MT1-MMP txn act | Smad3 FoxH1 inh | H69AR growth 86K | ERa SRC1 inh | Lung fibro prol | ERa coact pot | HUVEC prolif 384 | CD11b adhes enh | ERb coact inh
Cc1ccc(N2C(N)=NC(N)=NC2(C)C)c(C)c1 | 1.3 | -5 | 95 | -15 | 97 | 114 | 100 | 3 | -6
O=C(CSc1nnc(-c2cccc(S(=O)(=O)N3CCOCC3)c2)n1C1CCCCCC1)NCc1ccccc1 | 1 | 0 | 64 | 1 | 93 | 102 | 89 | . | -12
CCOC(=O)c1c(NC(=O)COC(=O)Cn2cnc3ccccc32)sc(C)c1C | 1 | 2 | 85 | 1 | 93 | 102 | 98 | -1 | -8
CN(C)CCSc1nc(N)c2c3c(sc2n1)CN(C)CC3 | 1.1 | -33[fluorescence artefact?] | 104 | 39 | 102 | 69 | 92 | -2 | 38
CC(=O)C1=C(c2ccccc2)NC(=O)NC1c1ccccc1OCC(=O)NCc1ccccc1 (centres undefined) | 1.1 | 11[fluorescence artefact?] | 44 | -2 | 95 | 99 | 99 | -1 | -9
CC1CCN(C(=O)CCNS(=O)(=O)c2ccccc2)CC1 | 1.3 | -3 | 55 | -3 | 99 | 90 | 97 | -9 | 3
CCOC(=O)C(C)Sc1nc(C2CC2)cc(C(F)(F)F)c1C#N (centres undefined) | 1.1 | 4 | 65 | -2 | 96 | 95 | 97 | . | -12
CCCCn1c(SCC(=O)Nc2nnc(C)s2)nc2c1c(=O)n(C)c(=O)n2C | 1 | -8 | 90 | 9 | 98 | 91 | 86 | -2 | 10
CCOc1ccc(NC(=O)CC2C(=O)N(c3ccccc3)C(=S)N2Cc2ccccn2)cc1 (centres undefined) | 1.1 | 5 | 60 | 33 | 100 | 87[fluorescence artefact?] | 96 | . | 31[fluorescence artefact?]
CCCCc1cc(=O)oc2cc(OCc3nn[nH]n3)c(Cl)cc12 | 1 | 6 | 70 | -1 | 100 | 100 | 91 | -1 | 3

Bioassay records: PubChem, several laboratories

A portion of the library; count on the stated rates, not on these rows.
